Lamin A splicing: qHTS Assay for Modulators of Lamin A Splicing; 200,000 tested, 0.01% active; HeLa LMNA splicing GFP/RFP minigene ratio, 48 h; Potency, µM (top dose mostly 46.1 µM), without a hit: at the highest dose ratio change, negative = inhibition, actives largely listed as inhibitors; active means well fitted inhibition curve with a large enough effect in the signal ratio, with a control signal flat, not every such curve was filed as active; inconclusive means small, poorly fitted or top-dose-only effect, or effect the other way, or a change in a side signal; the % refers to the signal ratio; further: potency means the concentration at half of the fitted maximal effect; on the % scale 0 is the no-effect control and ±100 the full control effect
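S3 HeLa cells stably expressing lamin A-EGFP splicing minigene plus DsRed2, 600 cells/well, 48 h compound exposure at 37C. Laser-scanning cytometry; analysed as GFP (500-530 nm)/RFP (575-640 nm) total intensity ratio; 0.5% DMSO vehicle.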
IMPase Li cell: qHTS Assay for Identifying the Cell-Membrane Permeable IMPase Inhibitors: Potentiation with Lithium; 210,000 tested, 0.35% active; AID 1457, 2008; Potency, µM (titrated, usually from 59.4 µM), inactives show at the top dose activity, negative = IMPase inhibition, usual class: inhibitors; CHO-M1 cells, IP1 TR-FRET (IP-One), carbachol + lithium;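 further: IP1 builds up when IMPase is blocked and the TR-FRET signal falls; potency means the concentration at half of the fitted maximal effect; plate controls were basal vehicle for no effect and high inhibitor control for full effect; nearly all actives have a fitted effect of over 50% in size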
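Test compounds were applied to CHO-M1 cells previously cultured for 16–30 h at 2000 per well. A small lithium amount accompanied them; after 30 min at 37C, IP1 was quantified by TR-FRET.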
SMN2 splice up: qHTS Assay for Enhancers of SMN2 Splice Variant Expression | HEK293 SMN2-luciferase splicing reporter, luminescence, 30-36 h | Potency, µM (series often up to 46.1 µM), without a hit: top-dose activity change, positive = activation, usual class: activators | 210,000 tested, 2.8% active | AID 1458, 2008; further: potency means the concentration at half of the fitted maximal effect; % of control where 0% means no effect; nearly all actives have a fitted effect of over 55% in size
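HEK293 cells carry an SMN2 minigene-luciferase reporter in which exon 7 inclusion puts luciferase in frame. Cells were seeded at 2000 cells/well, attached for 10-12 hours, then exposed to compounds for 30-36 hours at 37C before ONE-Glo luminescence.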
Luc counter: Counterscreen for Luciferase (Kinase-Glo TM) Inhibition; Luciferin 4-monooxygenase (Photuris pensylvanica), Q27757; Kinase-Glo luciferase, ATP luminescence, 8 min; Potency, µM (top dose mostly 38.3 µM), without a hit: top-dose activity change, negative = inhibition, hits mostly inhibitors; 200,000 tested, 0.28% active; AID 1379, 2008; further: potency means the concentration at half of the fitted maximal effect; on the % scale 0 is the no-effect control and ±100 the full control effect; nearly all actives have a fitted effect of over 60% in size
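Compound is pinned into ATP-containing buffer (10 uM ATP, imidazole pH 7.2, 7 mM MgCl2). Kinase-Glo luciferase reagent is then added. Light output is recorded following an 8-min room-temperature incubation.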
HTT ATP protect: qHTS Multiplex Assay to Identify Dual Action Probes in a Cell Model of Huntington: Cytoprotection (ATP); PC12 HTT-Q103 induced, cytoprotection, ATP luminescence, 40 h; Potency, µM (doses to about 56.4 µM), inactives show cytoprotection (ATP increase), usual class: activators; 230,000 tested, 0.14% active; AID 1471, 2008;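 further: potency means the concentration at half of the fitted maximal effect; % of control where 0% means no effect; nearly all actives have a fitted effect of over 45% in size; toxic huntingtin expression switched on by the ecdysone agonist tebufenozide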
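Stable PC12 Q103-GFP cells in serum-supplemented, phenol red-free DMEM; induction by tebufenozide at 100 nM final; compound dose series; cell viability quantified luminescently from ATP.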
CBFb RUNX1 block: qHTS Assay for Compounds Blocking the Interaction Between CBF-beta and RUNX1 for the Treatment of Acute Myeloid Leukemia. Runt-related transcription factor 1 (Homo sapiens) + Core-binding factor subunit beta …. AlphaScreen CBFb-His/RUNX1-biotin binding, biochemical. Potency, µM (highest dose often 59.8 µM), inactives show top-dose activity, negative = inhibition, actives largely listed as inhibitors. 230,000 tested, under 10 active; further: % of control where 0% means no effect
Target sequence (Q01196 whole entry, looked up): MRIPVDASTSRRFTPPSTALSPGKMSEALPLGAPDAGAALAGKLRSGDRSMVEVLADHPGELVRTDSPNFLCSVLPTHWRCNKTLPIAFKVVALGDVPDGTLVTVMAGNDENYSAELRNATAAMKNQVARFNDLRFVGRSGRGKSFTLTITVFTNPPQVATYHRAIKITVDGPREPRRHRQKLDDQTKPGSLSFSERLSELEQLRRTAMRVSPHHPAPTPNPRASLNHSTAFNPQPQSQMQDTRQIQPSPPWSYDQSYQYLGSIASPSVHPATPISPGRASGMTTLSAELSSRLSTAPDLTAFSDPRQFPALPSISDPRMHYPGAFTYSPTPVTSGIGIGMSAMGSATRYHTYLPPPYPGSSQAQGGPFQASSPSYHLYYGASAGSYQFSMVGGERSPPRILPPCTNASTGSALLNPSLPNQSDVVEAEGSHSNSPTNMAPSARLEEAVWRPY
Target sequence (Q13951 whole entry, looked up): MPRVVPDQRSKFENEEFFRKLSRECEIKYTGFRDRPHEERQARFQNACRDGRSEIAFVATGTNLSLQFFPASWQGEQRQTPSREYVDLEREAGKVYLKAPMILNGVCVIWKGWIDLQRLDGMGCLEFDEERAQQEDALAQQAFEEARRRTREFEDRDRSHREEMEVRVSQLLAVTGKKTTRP
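Compounds were screened at multiple concentrations against a preformed CBF-beta(His)/RUNX1(biotin) complex (30 nM of each) for 15 min at room temperature, followed by 90 min with nickel and streptavidin beads and AlphaScreen reading.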
HTT aggregate: qHTS Multiplex Assay to Identify Dual Action Probes in a Cell Model of Huntington: Aggregate Formation (GFP). PC12 HttQ103-GFP aggregates, Acumen cytometry, 40 h. Potency, µM (top dose mostly 46.1 µM), without a hit: at the top dose activity change, negative = inhibition, hits mostly inhibitors. 220,000 tested, 1.1% active; further: potency means the concentration at half of the fitted maximal effect; on the % scale 0 is the no-effect control and ±100 the full control effect; nearly all actives have a fitted effect of over 60% in size
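PC12 cells stably carrying ecdysone-inducible HTT exon 1 Q103–GFP were induced with tebufenozide (100 nM final) and treated with library compounds in titration. GFP aggregates in lysates were counted by laser scanning cytometry.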
* marks the source's active call; other numbers are inactive results; ? = inconclusive; . = no result given; [ ] = another dose, or the depositor's remark. Unless noted, the call rests on the fitted dose curve; in most records, active means well fitted curve in the direction sought with a large enough effect; inconclusive means small, poorly fitted or top-dose-only effect, or another doubt; inactive means no such curve, though single readings can be large; an effect the other way counts as inactive or inconclusive.

SMILES	Lamin A splicing	IMPase Li cell	SMN2 splice up	Luc counter	HTT ATP protect	CBFb RUNX1 block	HTT aggregate
Cc1ccc(C2(C)NC(=O)N(CC(=O)Nc3cc(S(=O)(=O)N4CCOCC4)ccc3C)C2=O)cc1 (centres undefined)	?	-9%	0%	0%	.	-9%	6%
COc1ccccc1NS(=O)(=O)c1cc([N+](=O)[O-])ccc1N/N=C/c1c(C)[nH]c2ccccc12	7%	44%[activator][38.3 µM]	13%	-7%	-6%	-12%	7%
CCN(CC)CCn1c2ccccc2c2nc(C)sc21	6%	2%[38.3 µM]	?	-1%	-11%	11%	5%
Cc1cccc(-c2noc(CCc3ccccc3)n2)c1	-9%	5%[38.3 µM]	24%	1%	-6%	15%	-1%
CCOc1ccc(C(=O)NC(C)C2COc3ccccc3O2)cc1 (centres undefined)	6%[46 µM]	3%	.	-1%	8%[10 µM]	11%	3%[9.22 µM]
Cc1ccc(-c2nc3ncccc3o2)cc1NC(=O)c1cccnc1	?	5%	.	-5%	-4%[10 µM]	2%	-33%[9.22 µM]
Cc1nc2oc(C(=O)c3ccc(Br)cc3)c(N)c2c2c1COC(C)(C)C2	0%	.	.	.	-16%	7%	5%
CCOC(=O)C1=C(C)NC(=O)N[C@@H]1c1coc2cc(C)cc(C)c2c1=O	.	9%	0%[9.22 µM]	-2%[7.66 µM]	-15%[10 µM]	.	.
O=C(CSCC(=O)N1CCCc2ccccc21)Nc1nc(-c2ccccc2)cs1	?	22%	?	-4%	.	5%[2.36 µM]	-9%
NC(=O)c1ccccc1NC(=O)/C=C/c1c(Cl)cccc1Cl	0%	-19%[38.3 µM]	46%	-22%	-14%	7%	30%
COc1ccc(/C(C)=N/N=C2/NC(=O)CC(C(=O)O)S2)cc1F (centres undefined)	.	.	.	.	15%[10 µM]	15%	17%[9.22 µM]
O=C1Nc2ccc(Cl)cc2C(C#CC2CC2)(C(F)(F)F)O1 (centres undefined)	?	3%	.	2%[39.9 µM]	?	-6%	-10%
CCOC(=O)c1cc2cc(C)ccc2[nH]1	-13%	14%[38.3 µM]	-47%[inhibitor]	-2%	12%	8%	-8%
CCOC(=O)C1(CCOc2ccccc2)CCN(Cc2ccc(COC)o2)CC1	.	6%	.	.	7%[10 µM]	-4%	4%[9.22 µM]
COc1ccc(-n2c(=S)[nH]c3cc(C(=O)NCCCN4CCCC4=O)ccc3c2=O)cc1OC	3%	-10%[38.3 µM]	-14%	2%	-30%	0%	6%[9.22 µM]
CCOC(=O)c1c(C)[nH]c(C(=O)Cn2nnc(-c3ccc(Cl)cc3)n2)c1C	12%	0%[38.3 µM]	-8%	3%	-15%	6%	3%
OCCN1CCN(CC(O)COCc2ccc3c(c2)OCO3)CC1 (centres undefined)	-6%	5%	-22%	-2%	-3%[1.9 µM]	3%	-8%
OCCN1CCN(Cc2cc(Br)cc(Br)c2O)CC1	-15%	32%[38.3 µM]	28%	1%	-5%	2%	-11%
N#Cc1ccc(Oc2nc(Nc3ccc(F)cc3)nc(N3CCCC3)n2)cc1	9%	58%[activator][38.3 µM]	-24%	0%	-10%	25%	-4%
CCn1c(SCC(=O)Nc2ccc3c(c2)c2ccccc2n3CC)nnc1-c1ccco1	-7%	12%[38.3 µM]	-1%	1%	-12%[10 µM]	7%	-12%

Among those listed so far, these have fluorine.
SMILES	Lamin A splicing	IMPase Li cell	SMN2 splice up	Luc counter	HTT ATP protect	CBFb RUNX1 block	HTT aggregate
COc1ccc(/C(C)=N/N=C2/NC(=O)CC(C(=O)O)S2)cc1F (centres undefined)	.	.	.	.	15%[10 µM]	15%	17%[9.22 µM]
O=C1Nc2ccc(Cl)cc2C(C#CC2CC2)(C(F)(F)F)O1 (centres undefined)	?	3%	.	2%[39.9 µM]	?	-6%	-10%
N#Cc1ccc(Oc2nc(Nc3ccc(F)cc3)nc(N3CCCC3)n2)cc1	9%	58%[activator][38.3 µM]	-24%	0%	-10%	25%	-4%

The results go on:
SMILES	Lamin A splicing	IMPase Li cell	SMN2 splice up	Luc counter	HTT ATP protect	CBFb RUNX1 block	HTT aggregate
CCCn1c(SCC#N)nc2c(c1=O)C1(CCCC1)Cc1ccccc1-2	?	3%[38.3 µM]	-21%	-2%	-26%	7%	?
Cc1cccc(N=C/C(C(=O)C(F)(F)F)=C(\O)c2ccco2)c1	-18%	-4%	6%	-6%	34%[10 µM]	-4%	?
CS(=O)(=O)Nc1ccc(C2=NN(C(=O)c3ccco3)C(c3cccc(F)c3)C2)cc1 (centres undefined)	?	-10%	-3%	1%	-25%	-4%	-21%
Cc1onc(-c2ccccc2Cl)c1C(=O)NCCn1ccc2ccccc21	4%	0%[38.3 µM]	-27%	2%	-3%	1%	-3%
COc1cccc2sc(Nc3nnc(-c4ccc(F)cc4)o3)nc12	?	6%[38.3 µM]	6%	-2%	-8%[10 µM]	?	?
CCN(CC)C(=O)C(=O)N/N=C/c1ccc(C(=O)O)cc1	-4%	6%	12%	-1%	-1%[10 µM]	-12%	-15%
CCOc1ccc(NC(=O)CC2CC(C)(C)OC2=O)cc1 (centres undefined)	3%	7%[38.3 µM]	-3%	-4%	-2%	5%	0%[9.22 µM]
Fc1ccc(CNCc2cccc(Br)c2)cc1	4%	1%	-5%	0%	.	0%	-3%
O=C(NN=C1CCCC1)c1sc2ccccc2c1Cl	-13%[46 µM]	-2%	-14%	2%	-52%[inhibitor]	-8%	-25%
COc1ccc(N=c2oc3ccc(OC)cc3cc2-c2nc3ccccc3[nH]2)cc1	4%	-2%[38.3 µM]	?	-6%	-63%[inhibitor]	4%	2%
Cc1ccc(CNC(=O)C2c3ccccc3C(=O)N3CCc4ccccc4C23)o1 (centres undefined)	4%	-2%[38.3 µM]	-16%	-6%	-39%[inhibitor]	-6%	15%
COc1ccc(CCC(=O)NC2=NCCS2)cc1OC	-1%	-14%[38.3 µM]	-2%	9%	-1%	2%	-11%
O=C(Cn1cnc2c(nnn2Cc2ccccc2)c1=O)N1CCN(c2ccccc2)CC1	-5%	27%[38.3 µM]	-28%	-1%	3%[10 µM]	-2%	-1%
CCc1ccc(N2C(=O)CC(c3ccc(F)cc3)C3=C2COC3=O)cc1 (centres undefined)	0%[9.22 µM]	1%	3%	-7%	-13%	20%	3%
O=C(COc1ccccc1[N+](=O)[O-])Nc1ccc2c(c1)OCO2	19%[46 µM]	10%	13µM*	-2%	1%[10 µM]	-9%	3%
C=C(Nc1ccc(OC)cc1)C(=O)OC	.	25%	7%	2%	-33%[inhibitor]	-4%	.
COc1cccc(OC)c1-c1nn(-c2ncc(C(F)(F)F)cc2Cl)c(=O)o1	.	.	.	.	22%[10 µM]	20%	5%[9.22 µM]
O=C(c1ccco1)N1CCN(c2ncnc3c2cnn3-c2ccccc2)CC1	-2%	25%[38.3 µM]	17%	-3%	-2%	2%	-11%
CCCn1c(=S)[nH]c2cc(Cl)ccc21	.	.	.	.	11%[10 µM]	5%	-19%[9.22 µM]
O=C(Oc1ccc2c(c1)OCC2=O)c1ccc(Cl)cc1	.	.	.	.	-24%[10 µM]	-9%	5%[9.22 µM]
CC1(C)Oc2ccc3ccc(=O)oc3c2/C(=C/Nc2cccc(O)c2)C1=O	.	8%	5%	0%	-3%	-22%	-26%
CC(=NCCCn1ccnc1)c1c(-c2ccccc2)[nH]n(-c2nc3ccccc3s2)c1=O	?	34%[38.3 µM]	-25%	-1%	-20%	-27%	23%
Cc1ccc(NS(=O)(=O)c2ccc(CCC(=O)NC3CC3)cc2)cc1	-3%	11%[38.3 µM]	-8%	-3%	1%	6%	4%
O=C(CSc1nc(-c2ccccc2)nc2c1CCCC2)N1CCOCC1	11%	32%[activator][38.3 µM]	2%	0%	-16%[0.074 µM]	11%	-13%
CNc1oc(/C=C/c2ccccc2)nc1C#N	?	-28%	11µM*	-1%	10%[10 µM]	17%	17%
CCc1ccc(/C(C)=N/NC(=O)c2ccccn2)cc1	13%[46 µM]	3%	17%	-3%	-1%[10 µM]	0%	5%
CCCCC(=O)NC1=C(C(=O)OC)SCC1	-11%	5%	17%	1%	2%[10 µM]	-3%	13%
COc1ccc(S(=O)(=O)N2CCCCC2)cc1NC(=O)CN1CCN(C(C)=O)CC1	.	0%	15%	0%	.	7%	30%
CC(=O)c1cccc(NC(=O)N2CCCC2C(=O)Nc2cccc(C)c2)c1 (centres undefined)	-2%	-13%[38.3 µM]	-8%	11%	3%[10 µM]	-4%	-4%
Cc1cc2cc(CNC(=O)C3CC3)ccc2n1C	11%	-20%[38.3 µM]	-3%	-4%	-3%	-6%	14%
CCOC(=O)c1c(NC(=O)c2cc(-c3ccc(O)cc3)on2)sc(C(C)=O)c1C	4%	5%	-10%	-3%	.	5%[2.36 µM]	-12%
COc1n[nH]c(C(=O)Nc2cc(F)ccc2C)c1[N+](=O)[O-]	-6%	18%	-5%	3%	.	2%	?
COc1ccc2nc(N3CCCC(O)C3)c(C#N)cc2c1 (centres undefined)	4%	1%[38.3 µM]	12%	-1%	-94%[inhibitor][10 µM]	5%	-2%[9.22 µM]
COc1ccc(NC(=O)c2cc3cccc(OC)c3oc2=Nc2ccc(C(=O)O)cc2)cc1OC	-22%[46 µM]	-7%	10%	-1%	-16%	-5%	-9%
O=S1(=O)CC2SC(=S)N(c3ccccc3)C2C1 (centres undefined)	.	.	.	.	18%[10 µM]	7%	12%[9.22 µM]
CC(C)N(C)C1CCN(C(=O)Nc2ccc(Cl)c(Cl)c2)CC1	4%	-4%[38.3 µM]	-8%	-3%	-5%[0.074 µM]	1%	9%
CCN(CC)c1ccc(NC(=O)/C=C/c2cc(Br)ccc2OC)cc1	?	-2%[38.3 µM]	-18%	1%	-54%[inhibitor]	?	-13%
CC(C)OCCCNC(=O)c1cccs1	-2%	10%[38.3 µM]	-6%	-7%	-12%	8%	2%
COC(=O)c1cc(NC(=O)CSc2nnc(CN3CCOCC3)n2C)ccc1Cl	-20%	6%[38.3 µM]	-6%	4%	-11%[0.074 µM]	2%	-10%
COc1ccc(Cc2nnc(SC)[nH]c2=O)cc1OC	-3%	-7%[38.3 µM]	0%	1%	-6%	4%	-24%

Compounds were not picked by outcome; any-hit rate near 4%.
